Screens (PubChem)
3CLpro inhibitor – SARS-CoV 3CLpro protease inhibitors, primary screen, biochemical, quenched FRET; Replicase polyprotein 1ab (Severe acute respiratory syndrome coronavirus), P0C6X7; recombinant SARS-CoV 3CLpro, quenched FRET peptide cleavage; inhibition, % at 6 µM; 290,000 tested, 0.14% active; in the data active = inhibition above about 12%
BoNT A protease – BoNT/A light chain protease inhibitors, primary screen, biochemical, flow cytometry, MLPCN library | Botulinum neurotoxin type A light chain protease (Clostridium botulinum A str. ATCC 3502) | multiplex microsphere protease substrate cleavage | inhibition, % at 10 µM | 360,000 tested, 0.17% active | AID 588499, 2011; note: plate controls were buffer without enzyme for full effect and enzyme alone for no effect
BH1578 lux ind – inducers of Vibrio cholerae quorum light production without autoinducers, primary screen, BH1578 luxS cqsA deficient, single point. 350,000 tested, 0.16% active. V. cholerae BH1578 lux reporter, luminescence, 6 h. activation, % at 18.7 µM; in the data active = activation mostly above about 9.7%, no sharp cut-off; inconclusive = no clear call, values can overlap the other calls; inactive = mostly below about 3.7%; note: not every result past the cut was called active; inactives centre near 0; reference of the scale not given here
Anthrax LF inh2 – Bacillus anthracis LF protease inhibitors, primary screen, biochemical, multiplex microsphere, MLPCN library; multiplex microsphere protease cleavage assay; Lethal factor (Bacillus anthracis), P15917; inhibition, % at 10 µM; AID 588501, 2011; 360,000 tested, 0.12% active; note: plate controls were buffer without enzyme for full effect and enzyme alone for no effect
PrPC surface inh – inhibitors of human cell surface prion protein PrPC, primary screen, cell-based, TR-FRET; AID 720596, 2013; Major prion protein (Homo sapiens), P04156; TR-FRET read-out; 370,000 tested, 0.43% active; inhibition, % at 13.8 µM; in the data active = inhibition above about 24%; note: 0% = median of the test wells and 100% = reference compound wells
Yp Topo-I inh – Yersinia pestis topoisomerase I inhibitors, primary screen, biochemical, cleavage product accumulation, plate reader, single point | activity, % at 10 µM | 360,000 tested, 0.064% active | AID 504884, 2011 | DNA topoisomerase I (Yersinia pestis CO92) | Y. pestis Topo-I cleavage product accumulation; in the data active = activity above about 50%, passing the limit was not always enough; inconclusive = no clear call, values can overlap the other calls; note: inactives centre near 2
PfHsp40 yeast – rescue of yeast from PfHsp40 toxicity, primary screen, S. cerevisiae, ATP luminescence; S. cerevisiae expressing PfHsp40, growth rescue; growth rescue, % at 12.5 µM; 340,000 tested, 0.68% active; AID 504582, 2011; in the data active = growth rescue above about 28%, passing the limit was not always enough; inconclusive = no clear call, values can overlap the other calls;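 note: yeast W303a lacking pdr1 and pdr3 grown in galactose medium; growth measured after three days at 30 °C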
TcdB GH inh – TcdB glycohydrolase inhibitors, primary screen, biochemical, single point, plate reader; TcdB glycohydrolase enzymatic assay; inhibition, % at 9.99 µM; 350,000 tested, 0.24% active; Toxin B (Clostridioides difficile), P18177; in the data active = inhibition above about 10%
Target sequence (P18177 whole entry, looked up): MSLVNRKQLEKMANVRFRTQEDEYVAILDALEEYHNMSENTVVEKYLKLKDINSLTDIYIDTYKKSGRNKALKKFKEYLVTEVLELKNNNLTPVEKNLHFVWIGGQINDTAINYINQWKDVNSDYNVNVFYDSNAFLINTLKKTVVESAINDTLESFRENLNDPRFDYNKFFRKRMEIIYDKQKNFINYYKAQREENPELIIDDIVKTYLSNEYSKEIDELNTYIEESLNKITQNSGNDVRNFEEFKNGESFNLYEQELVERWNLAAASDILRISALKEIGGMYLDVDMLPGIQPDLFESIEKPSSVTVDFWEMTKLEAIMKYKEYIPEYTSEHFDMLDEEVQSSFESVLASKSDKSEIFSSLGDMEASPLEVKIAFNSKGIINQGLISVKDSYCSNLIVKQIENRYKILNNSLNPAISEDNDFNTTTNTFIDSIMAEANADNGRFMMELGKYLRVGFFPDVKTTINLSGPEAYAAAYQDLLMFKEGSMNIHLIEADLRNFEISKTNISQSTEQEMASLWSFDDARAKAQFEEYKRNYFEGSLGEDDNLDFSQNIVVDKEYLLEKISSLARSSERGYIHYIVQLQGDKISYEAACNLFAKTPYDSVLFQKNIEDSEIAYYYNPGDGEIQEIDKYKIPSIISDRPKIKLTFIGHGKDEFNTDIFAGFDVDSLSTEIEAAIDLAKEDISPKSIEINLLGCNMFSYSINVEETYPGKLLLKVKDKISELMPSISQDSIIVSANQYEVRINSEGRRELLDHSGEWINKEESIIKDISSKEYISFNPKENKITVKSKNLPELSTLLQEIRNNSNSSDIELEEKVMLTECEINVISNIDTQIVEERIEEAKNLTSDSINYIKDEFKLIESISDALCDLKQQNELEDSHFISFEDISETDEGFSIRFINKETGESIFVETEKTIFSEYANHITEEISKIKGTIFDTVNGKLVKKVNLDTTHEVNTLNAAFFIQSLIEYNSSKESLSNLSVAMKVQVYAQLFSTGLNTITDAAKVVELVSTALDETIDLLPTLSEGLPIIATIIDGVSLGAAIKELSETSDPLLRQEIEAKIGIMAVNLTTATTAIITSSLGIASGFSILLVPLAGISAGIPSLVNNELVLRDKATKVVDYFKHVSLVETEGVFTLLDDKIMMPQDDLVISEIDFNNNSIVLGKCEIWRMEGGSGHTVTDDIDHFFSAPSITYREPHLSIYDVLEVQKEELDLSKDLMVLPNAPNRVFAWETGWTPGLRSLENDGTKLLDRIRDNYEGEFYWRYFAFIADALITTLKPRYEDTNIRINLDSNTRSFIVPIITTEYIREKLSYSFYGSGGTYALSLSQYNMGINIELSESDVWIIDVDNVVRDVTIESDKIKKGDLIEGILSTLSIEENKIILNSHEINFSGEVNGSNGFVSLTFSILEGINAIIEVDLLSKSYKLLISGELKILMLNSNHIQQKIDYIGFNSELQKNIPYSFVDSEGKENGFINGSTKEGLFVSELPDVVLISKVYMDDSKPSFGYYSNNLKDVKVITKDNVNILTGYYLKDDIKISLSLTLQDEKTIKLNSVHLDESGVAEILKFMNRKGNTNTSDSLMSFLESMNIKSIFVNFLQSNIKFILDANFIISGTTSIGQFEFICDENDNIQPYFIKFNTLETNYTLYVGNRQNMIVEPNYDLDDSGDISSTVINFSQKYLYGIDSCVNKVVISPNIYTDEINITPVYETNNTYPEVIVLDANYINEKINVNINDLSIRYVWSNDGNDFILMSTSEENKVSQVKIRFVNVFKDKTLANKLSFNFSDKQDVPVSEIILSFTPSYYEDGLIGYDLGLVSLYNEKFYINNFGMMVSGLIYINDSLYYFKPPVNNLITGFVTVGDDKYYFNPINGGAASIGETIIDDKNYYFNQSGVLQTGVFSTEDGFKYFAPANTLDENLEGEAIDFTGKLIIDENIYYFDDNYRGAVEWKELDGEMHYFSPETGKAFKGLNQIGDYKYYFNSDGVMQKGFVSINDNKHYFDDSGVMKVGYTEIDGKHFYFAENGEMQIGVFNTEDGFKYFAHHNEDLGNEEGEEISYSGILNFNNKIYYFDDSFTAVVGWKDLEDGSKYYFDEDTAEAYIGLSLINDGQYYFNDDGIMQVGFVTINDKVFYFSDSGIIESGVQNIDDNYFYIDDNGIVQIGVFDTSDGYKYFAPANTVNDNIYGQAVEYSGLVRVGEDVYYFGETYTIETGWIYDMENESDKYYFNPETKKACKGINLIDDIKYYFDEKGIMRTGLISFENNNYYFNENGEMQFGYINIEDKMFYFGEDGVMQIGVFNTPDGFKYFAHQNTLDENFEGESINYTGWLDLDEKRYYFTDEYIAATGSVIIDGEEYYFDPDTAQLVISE
PriA SSB inh – inhibitors of Klebsiella pneumoniae PriA binding to SSB C-terminal tail, primary screen, biochemical, AlphaScreen; PriA–SSB C-terminal tail interaction (Klebsiella pneumoniae); AlphaScreen SSBct-PriA binding, biotinylated peptide; inhibition, % at 33 µM; 430,000 tested, 0.6% active; AID 1272365, 2023; in the data active = inhibition mostly above about 37%, no sharp cut-off; inactive = mostly below about 20%;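 note: plate controls were negative control peptide for no effect and reference peptide for full effect; strong numbers were not always called active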
* hit, by the source's call; i = inactive; ? = inconclusive; · = not tested or not shown; & = joins results of further samples. Cut-off read from the data, not from the text of the source, unless noted: active = inhibition above about 30%; inconclusive = no clear call, values can overlap the other calls; inactive = below that. These rows are one share of the data. The share of hits here may be higher or lower than overall.

SMILES	3CLpro inhibitor	BoNT A protease	BH1578 lux ind	Anthrax LF inh2	PrPC surface inh	Yp Topo-I inh	PfHsp40 yeast	TcdB GH inh	PriA SSB inh
CCn1c(NC(=O)c2nn(C)cc2Br)nc2ccccc21	-7	0.2	-0.4	-1	5	3	0.6	2.2	-19
Cc1cccc(NC(=S)N2CCn3cccc3C2c2cccnc2)c1 (stereo not given)	2	-0.3	-4.5	-1	-3	-8	-2.7	0.4	29
O=C(CN1CCN(c2ccc(O)cc2)CC1)Nc1cc(S(=O)(=O)N2CCCCC2)ccc1Cl	2	-3.2	-0.5	-9	12	2	0.2	-1.0	16
CCOC(=O)c1nnc(-c2ccccc2)nc1Oc1ccccc1Cl	-5	-0.5	5.3	-1	1	42	0.7	·	-7
CCn1c(O)c(C=Nc2ccc(N3CCOCC3)c(Br)c2)c(=O)n(CC)c1=S	2	18	i	20	1	7	0.1	·	-15
CCN(CC)c1ccc(/C=N/Nc2nc(C)cc(C)n2)c(O)c1	-1	-0.7	-0.2	-2	5	-8	4.5	-6.9	·
NC(=O)c1cc[n+](CC(=O)NC(=O)Nc2ccccc2)cc1	·	·	i	·	5	-11	0.6	0.8	5
Cc1ccc(C(c2c(C)n(C)n(-c3ccccc3)c2=O)c2c(C)n(C)n(-c3ccccc3)c2=O)s1	2	-0.1	-0.3	-1	-2	6	16	0.7	-2
CCC(C(=O)O)N1C(=O)/C(=C/c2cccn2C)SC1=S (stereo not given)	6	-1.3	-0.3	-4	-8	5	-1.8	·	-3
COc1ccccc1NS(=O)(=O)c1cccc(C(=O)NN)c1	5	1.3	-0.4	-3	0	-1	-0.8	·	-14
CCc1ccccc1NC(=O)c1cnc2n(c1=O)CCS2	-3	-0.8	-0.2	-15	5	4	-0.3	-1.2	-6
CCC(C(=O)OC)n1cnc2c(nnn2-c2cccc(OC)c2)c1=O (stereo not given)	4	-1.8	i	-8	-1	10	-0.8	0.3	-13
CN(C)c1ccc(C2C3CCCc4ccccc4C3=NN2C)cc1 (stereo not given)	1	?	i	-1	-1	-5	4.8	0.6	15
O=C(NC(O)C(=O)c1ccccc1)c1ccccn1 (stereo not given)	-2	-2.3	-1.8	12	2	0	-1.7	0.1	-9
O=C1C(c2ccccc2)=NCCN1C(c1ccc(F)cc1)c1nc2ccccc2[nH]1 (stereo not given)	·	-0.8	·	-6	7	·	·	1.8	·
COc1ccccc1NC(=O)C1=C(C)Nc2ncnn2C1c1ccc(C)o1 (stereo not given)	1	0.0	4.0	4	-2	3	0.0	·	-3&-5
O=C(NC(=S)Nc1ncc(Br)cc1Br)c1ccccc1	1	-5.4	-3.1	0	0	4	5.6	-0.3	4
COc1ccc(N2CCN(C(CNS(=O)(=O)c3ccccc3)c3ccccc3)CC2)cc1 (stereo not given)	-1	0.8	-0.9	-3	3	10	-0.9	-2.2	40
Cn1c(=O)c(C(=O)NCc2ccccc2)c(O)c2ccccc21	9	-4.0	i	-7	-4	-3	-1.0	0.3	-11
CCOC(=O)CNC(=S)N(Cc1ccccc1)Cc1cccs1	4	0.4	i	-3	-1	-2	0.5	-0.2	-11
CC1(c2nnc(Cc3ccccc3)o2)CC(c2ccc(C#N)cc2)=NO1 (stereo not given)	·	-0.6	-2.7	-6	1	2	0.5	0.9	-6
Cc1cccc(NC(=O)CSc2nc3[nH]c(=O)cc(O)c3s2)c1	·	-2.6	0.1	-2	-3	3	0.8	0.6	-2
CCS(=O)(=O)C1=NSC2=NC(=O)/C(=C\c3ccc(OC(=O)c4ccco4)cc3)C(=N)N21	1	-0.9	-0.4	-2	-3	8	1.3	0.8	-11
CC(CCc1ccccc1)NC(=O)COC(=O)c1ccccc1O (stereo not given)	3	-0.5	-0.4	-5	6	0	1.0	1.0	-5
O=C(Nc1ccccc1)OCc1cn(-c2ccc(Cl)cc2)nn1	-5	0.0	-0.3	-12	1	-6	0.0	·	-6
Cc1occc1C(=O)Nc1ccccc1C#N	6	0.9	-1.7	-3	-5	8	-2.2	0.9	3
CCCCC[C@H](C)N1C[C@@H](COCc2ccccc2)Oc2cc(N3CCC[C@H]3C(N)=O)ccc2S1(=O)=O	·	-0.6	·	5	-7	·	·	-2.0	·
Cc1ccc(-n2ccnc2SCC(=O)c2c(N)n(C3CC3)c(=O)[nH]c2=O)cc1C	·	-0.4	0.3	-1	-5	1	-0.3	1.4	0
CCc1nc2c(OCC(=O)N(C)C)cccn2c1N(C=O)Cc1ccc(OC)cc1	·	0.2	-4.5	4	-6	-2	·	2.2	·
O=[N+]([O-])c1ccc(N2CCCC2)c([N+](=O)[O-])c1	·	4.8	0.7	-4	-20	1	·	0.9	·
CCOC(=O)N1CCN(S(=O)(=O)c2cc(Cl)ccc2Cl)CC1	2	-0.2	i	-4	2	11	-0.1	·	-12
Cc1ccc(CNC(=O)CCS(=O)(=O)Cc2ccc(C)cc2)cc1	4	-1.5	i	-3	2	-8	-0.6	1.8	-15
Cc1cccc(C)c1NC(=O)CN(C)CC(=O)Nc1ccccc1Oc1ccccc1	-5	-0.3	i	-1	1	24	0.7	1.1	-1
Cc1ccc(CNC(=O)C2CCCN(S(=O)(=O)c3c(C)n[nH]c3C)C2)cc1 (stereo not given)	0	?	i	-2	-2	-2	0.9	-0.4	2
O=C(O)CC1(CC(=O)Nc2ccccc2Br)CCCC1	·	0.0	-0.4	7	-8	-4	11	4.9	-6
CCC(=O)N1CCc2cc(OC)c(OC)cc2C1COc1ccc(OC)cc1 (stereo not given)	4	0.1	i	-4	-10	6	0.3	2.1	10
CN(CCC1CCOCC1)Cc1cn[nH]c1-c1ccc(-c2ccccc2)cc1	-2	-0.7	i	3	-4	19	-0.7	-0.1	-1
COc1ccc(OCC(=O)N2N=C(C)CC2(O)C(F)(F)F)cc1 (stereo not given)	-1	-0.9	i	-4	-5	-1	0.6	0.5	-1
CC1CC1C(=O)N1CCN(S(=O)(=O)c2cc(C(F)(F)F)cc(C(F)(F)F)c2)CC1 (stereo not given)	·	2.4	-7.1	-4	5	-5	-1.1	0.9	-13
COc1ccc2nc(N(CCN(C)C)C(=O)c3ccc4c(c3)OCCO4)sc2c1	2	2.5	i	-1	-7	5	-0.1	2.4	-14
COc1ccccc1NC(=O)C1=C(C)NC2=C(C(=O)CC(c3ccc(OC)c(OC)c3)C2)C1c1coc2ccccc2c1=O (stereo not given)	4	0.4	-0.3	-2	-6	23	-0.8	·	-16
Cc1ccc(-c2nc3sc4c(c3c(=O)n2N)CC(C)(C)OC4)cc1	7	-2.3	17*	2	-2	-6	-1.2	·	-7
CCc1cccc(CN2CCC(CNC(=O)Nc3ccc(Cl)cc3)CC2)c1	2	-0.6	i	-7	-14	0	1.2	2.1	-4
Cc1ccc(NC(=O)/C=C/c2cccs2)c([N+](=O)[O-])c1	5	-0.4	-0.3	5	-18	-19	-0.2	·	15
CCC(=O)OC1(C)C(=O)C2=COC(c3ccc(OC)cc3)=CC2=C(Br)C1=O (stereo not given)	·	1.3	i	1	-7	-4	0.1	-0.7	-13
CCOC(=O)c1cnc(-n2cc(C)cn2)nc1Nc1ccccc1OC	1	-0.4	-0.7	-5	2	5	-0.8	·	-11
CCn1c2ccccc2c2cc(NC(=O)c3ccco3)ccc21	0	-3.1	i	-6	-13	0	2.1	1.1	14
CCCNC(=O)C1(C)CCCN(Cc2cccs2)C1 (stereo not given)	·	0.0	-1.1	2	-4	5	·	-0.9	·
CCOc1ccc2[nH]c(=O)c(C(c3nnnn3Cc3ccco3)N3CCCC(C)C3)cc2c1 (stereo not given)	2	1.2	-0.4	1	1	3	1.6	·	1
Cc1cc(C)cc(N2C(=O)CC(Sc3nnnn3-c3ccccc3)C2=O)c1 (stereo not given)	9	-0.3	i	-3	0	0	3.7	1.5	-13

More compounds
SMILES	3CLpro inhibitor	BoNT A protease	BH1578 lux ind	Anthrax LF inh2	PrPC surface inh	Yp Topo-I inh	PfHsp40 yeast	TcdB GH inh	PriA SSB inh
COCCSc1nc(N)c(NC(=O)c2ccco2)c(=O)[nH]1	3	1.5	i	-1	4	4	0.0	-8.6	-2
COc1ccccc1NC(=O)CCn1c(=O)sc2ccccc21	6	0.3	-7.1	-3	8	1	2.4	2.1	-18
CCN(CC(=O)NCc1ccc(Cl)cc1)C(=O)CCC(=O)c1ccc(C)cc1	·	0.1	i	-3	5	27	1.7	2.1	-9
CC(C)Cn1cc(C(=O)NCCCN2CCC(C)CC2)c2c3ccccc3n(C)c2c1=O	·	0.2	-2.3	-2	-2	1	6.5	-2.5	1

12 compounds out of the list, ordered by number of heavy atoms, ascending.
SMILES	3CLpro inhibitor	BoNT A protease	BH1578 lux ind	Anthrax LF inh2	PrPC surface inh	Yp Topo-I inh	PfHsp40 yeast	TcdB GH inh	PriA SSB inh
CCCNC(=O)C1(C)CCCN(Cc2cccs2)C1 (stereo not given)	·	0.0	-1.1	2	-4	5	·	-0.9	·
Cc1ccc(NC(=O)/C=C/c2cccs2)c([N+](=O)[O-])c1	5	-0.4	-0.3	5	-18	-19	-0.2	·	15
COCCSc1nc(N)c(NC(=O)c2ccco2)c(=O)[nH]1	3	1.5	i	-1	4	4	0.0	-8.6	-2
COc1ccccc1NC(=O)CCn1c(=O)sc2ccccc21	6	0.3	-7.1	-3	8	1	2.4	2.1	-18
Cc1ccc(-c2nc3sc4c(c3c(=O)n2N)CC(C)(C)OC4)cc1	7	-2.3	17*	2	-2	-6	-1.2	·	-7
CCOC(=O)c1cnc(-n2cc(C)cn2)nc1Nc1ccccc1OC	1	-0.4	-0.7	-5	2	5	-0.8	·	-11
CCC(=O)OC1(C)C(=O)C2=COC(c3ccc(OC)cc3)=CC2=C(Br)C1=O (stereo not given)	·	1.3	i	1	-7	-4	0.1	-0.7	-13
CCN(CC(=O)NCc1ccc(Cl)cc1)C(=O)CCC(=O)c1ccc(C)cc1	·	0.1	i	-3	5	27	1.7	2.1	-9
CC1CC1C(=O)N1CCN(S(=O)(=O)c2cc(C(F)(F)F)cc(C(F)(F)F)c2)CC1 (stereo not given)	·	2.4	-7.1	-4	5	-5	-1.1	0.9	-13
CC(C)Cn1cc(C(=O)NCCCN2CCC(C)CC2)c2c3ccccc3n(C)c2c1=O	·	0.2	-2.3	-2	-2	1	6.5	-2.5	1
CCOc1ccc2[nH]c(=O)c(C(c3nnnn3Cc3ccco3)N3CCCC(C)C3)cc2c1 (stereo not given)	2	1.2	-0.4	1	1	3	1.6	·	1
COc1ccccc1NC(=O)C1=C(C)NC2=C(C(=O)CC(c3ccc(OC)c(OC)c3)C2)C1c1coc2ccccc2c1=O (stereo not given)	4	0.4	-0.3	-2	-6	23	-0.8	·	-16
